Assay outcomes from PubChem BioAssay.
Tat transport = blocks Tat-dependent protein export in E. coli; E. coli MC4100 TorA-mCherry Tat export, fluorescence; inhibition, % at 10 µM; 340,000 tested, 0.036% active; AID 488895;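 active = mean replicate inhibition at least 50% and at least half of replicates individually reaching 50%; inconclusive = only one of the two criteria met; inactive = neither criterion met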;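 note: exported cargo escapes ClpAP degradation while cytoplasmic cargo is degraded and loses fluorescence; 0% = median of neutral control wells and 100% = median of NaSCN control wells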
phage Ecoli inh = E. coli growth loss with phage present. inhibition, % at 11.9 µM. 360,000 tested, 0.26% active. AID 651602. growth absorbance; in the data active = inhibition above about 11%
PKA-R1A activ = activates the PKA-R1A holoenzyme complex | P00514+P68181 | PKA-R1A dissociation, Cy5-IP20 fluorescence polarization; scaled: DMSO 0%, 113 µM cGMP 100% | 340,000 tested, 0.083% active | activation, % at 11.4 µM;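 active = percent activation above the mean of all tested compounds plus 3 SD, cut at about 19% in these data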;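 note: higher means more PKAc released from R1A so a rise in polarization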
HTR5A ag = activates human HTR5A in OPRM1-OPRD1 agonist counter-screen; 340,000 tested, 0.61% active; P47898; activation, % at 9.3 µM; HTR5A agonist assay, luminescence, cell-based; in the data active = activation mostly above about 9.5%, no sharp cut-off; inactive = mostly below about 7.6%;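 note: 0% = cells with vehicle only and 100% = reference agonist; strong numbers were not always called active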
PKA-R2B act = PKA-R2B complex activation | P22694+P31323 | PKA-R2B holoenzyme dissociation, Cy5-IP20 fluorescence polarization; R2B truncated from residue 108, S112A mutant; 0% DMSO only, 100% 113 µM cGMP | activation, % at 11.4 µM | 340,000 tested, 0.079% active | AID 504700;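 active = activation above a cutoff set at the mean over all compounds plus 3 SD, cut at about 18% in these data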;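 note: higher means more holoenzyme dissociation and a rise in polarization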
Target sequence (P31323 whole entry, looked up, other chains not shown, the tested form may be a part): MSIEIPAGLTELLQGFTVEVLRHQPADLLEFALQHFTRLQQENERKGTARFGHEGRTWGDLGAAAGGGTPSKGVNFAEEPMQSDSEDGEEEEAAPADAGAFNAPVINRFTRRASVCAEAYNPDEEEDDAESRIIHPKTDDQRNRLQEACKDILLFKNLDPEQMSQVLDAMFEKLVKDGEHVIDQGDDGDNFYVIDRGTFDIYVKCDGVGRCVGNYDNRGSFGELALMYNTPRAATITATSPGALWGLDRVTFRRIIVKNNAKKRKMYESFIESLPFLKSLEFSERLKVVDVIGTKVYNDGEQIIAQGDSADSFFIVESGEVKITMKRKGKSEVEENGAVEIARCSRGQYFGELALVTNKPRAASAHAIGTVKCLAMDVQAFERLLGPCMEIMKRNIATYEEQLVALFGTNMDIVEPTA
CDK5 inh = blocks human CDK5/p35 kinase activity; 330,000 tested, 0.01% active; AID 488839; Recombinant CDK5/p35, ADP-Glo luminescence, 60 min; inhibition, % at 10 µM; Q00535+Q15078;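 active = highest replicate inhibition of at least 50% and at least 75% of replicates reaching 50%; inconclusive = only one of the two criteria met; inactive = both criteria failed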;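 note: plate controls were DMSO neutral control for no effect and GW8510 at 10 µM for full effect; many of its hits are not listed in these tables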
SUMO Mot1 rescue = inhibitors of SUMOylation pathway: yeast Mot1-301 growth rescue. AID 2716. growth rescue, % at 18.8 µM. 320,000 tested, 1% active. S. cerevisiae Mot1-301 growth rescue, ATP luminescence, 38.5C; percent above DMSO median, 100 means doubled;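 active = every valid replicate shows activation above 250% relative to neutral control wells; inactive = the rest, any valid replicate at or below 250%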;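 note: OY570 slx delta 5 strain wells were the positive control but not used for scaling; some compounds called inactive have numbers as strong as hits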
DAGLB inhibitor = blocks human DAGLB lipase activity; inhibition, % at 5.17 µM; 340,000 tested, 0.059% active; Q8NCG7; HEK293T DAGLB membrane lysate, EnzChek fluorogenic substrate; in the data active = inhibition above about 34%;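 note: 0% = enzyme with vehicle and 100% = wells lacking enzyme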
Target sequence (Q8NCG7 whole entry, looked up): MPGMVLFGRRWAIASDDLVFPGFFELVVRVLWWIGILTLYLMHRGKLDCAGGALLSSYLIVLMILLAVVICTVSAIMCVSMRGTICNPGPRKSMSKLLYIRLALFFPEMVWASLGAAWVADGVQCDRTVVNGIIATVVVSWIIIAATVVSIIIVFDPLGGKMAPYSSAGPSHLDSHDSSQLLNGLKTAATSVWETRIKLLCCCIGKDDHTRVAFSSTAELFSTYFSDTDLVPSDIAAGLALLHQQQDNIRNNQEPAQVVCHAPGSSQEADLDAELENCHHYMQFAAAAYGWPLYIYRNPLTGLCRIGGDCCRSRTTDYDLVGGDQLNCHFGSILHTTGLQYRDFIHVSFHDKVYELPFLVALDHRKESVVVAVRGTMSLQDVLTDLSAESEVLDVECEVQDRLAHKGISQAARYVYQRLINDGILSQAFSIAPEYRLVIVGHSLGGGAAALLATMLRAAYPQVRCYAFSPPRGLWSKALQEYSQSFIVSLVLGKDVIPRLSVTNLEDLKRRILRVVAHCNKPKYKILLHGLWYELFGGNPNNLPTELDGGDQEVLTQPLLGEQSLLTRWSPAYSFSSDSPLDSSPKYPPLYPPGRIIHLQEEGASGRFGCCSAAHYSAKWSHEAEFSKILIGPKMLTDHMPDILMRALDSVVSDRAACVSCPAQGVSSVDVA
HTR5A inv ag = counter-screen for OPRM1-OPRD1 inverse agonists: human HTR5A inverse agonism. inhibition, % at 9.3 µM. 340,000 tested, 0.083% active. HTR5A cell line, luminescence; in the data active = inhibition mostly above about 23%, no sharp cut-off; inactive = mostly below about 18%;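 note: 0% = cells with DMSO and 100% = no-cell wells with DMSO; some compounds called inactive have numbers as strong as hits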
Ecoli viability = counter-screen for AddAB inhibitors: E. coli growth inhibition; E. coli V3065 growth, OD600 absorbance, 18 h; inhibition, % at 11.9 µM; 330,000 tested, 0.27% active;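 active = inhibition above the campaign's mean inhibition across all tested compounds plus 3 SD, cut at about 9.9% in these data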;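 note: uninfected addAB+ strain grown without phage in ampicillin broth; 0% = DMSO wells and 100% = ciprofloxacin 0.95 µg/ml wells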
AddAB inh = less growth of phage-infected E. coli with AddAB; E. coli expressing H. pylori AddAB, absorbance growth; inhibition, % at 11.9 µM; 330,000 tested, 0.29% active; in the data active = inhibition above about 12%;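 note: 0% = vehicle wells of infected cells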
Numbers without * were called inactive; ? = inconclusive; . = no result given.

Below each SMILES – Tat transport	phage Ecoli inh	PKA-R1A activ	HTR5A ag	PKA-R2B act	CDK5 inh	SUMO Mot1 rescue	DAGLB inhibitor	HTR5A inv ag	Ecoli viability	AddAB inh
Cc1ccnc(NC(=O)Cn2c(=O)oc3ccccc32)c1
  -3.6	2.5	0.4	4.0	6.8	1.7	-1.5	1.8	17.1	-2.5	1.3
Cc1nn(-c2ncc(C(F)(F)F)cc2Cl)c(=O)n1-c1ccc(F)cc1
  0.5	-0.1	-6.2	-0.9	2.8	3.7	6.6	4.4	2.5	1.2	0.8
CCOC(=O)/C(C#N)=C/c1ccc(N2CCN(Cc3ccccc3)CC2)cc1
  1.9	1.1	2.2	4.3	0.2	-0.7	4.6	-12.2	3.3	1.0	5.4
O=C(CCc1nnc(Cc2cccc(C(F)(F)F)c2)o1)NC1CC1
  0.7	0.8	-6.3	3.6	-3.4	0.9	41.0	1.4	10.5	-0.5	1.4
COc1ccc(NS(=O)(=O)c2cccc(C(=O)NNC(=O)NCCCl)c2)cc1
  -0.6	0.9	-4.5	6.3	-9.2	-0.9	-14.3	-1.6	-17.4	-1.0	-0.6
CC(=O)c1ccc(NC(=O)CCc2nnc3ccc(NCc4ccco4)nn23)cc1
  0.5	4.0	-3.9	6.4	4.2	0.7	13.4	-2.4	0.6	-1.0	5.4
Cc1c(C(=O)NCCSCc2ccc(F)cc2)cnn1-c1ccc(Cl)cc1
  0.8	3.9	.	.	.	-1.7	194.6	.	.	0.2	4.1
O=C(NCc1ccco1)C(NS(=O)(=O)c1cccc2nsnc12)c1ccccc1 (stereo not given)
  -18.7	0.8	-16.6	-0.9	-12.7	2.0	-21.7	-0.7	1.9	-0.1	2.2
COc1ccc(CC(NC(C)=O)C(=O)NC2CCN(c3ncccc3[N+](=O)[O-])CC2)cc1 (stereo not given)
  -2.3	1.7	-2.0	7.8	-8.4	0.3	.	-3.7	-4.5	0.6	2.2
Cc1cccc(NC(=O)CSc2nnc(CSc3nc(C)cc(C)n3)o2)c1
  4.4	2.8	0.1	5.4	1.5	-0.1	11.1	-1.8	13.2	-0.6	-2.7
O=S(=O)(Nc1nc2ccccc2nc1Cl)c1ccc(Br)cc1
  13.1	2.3	1.6	9.0	-6.4	-1.4	-6.3	14.8	15.2	0.0	-1.1
CC1SC(C)C(=O)N(CC(=O)Nc2ccc3c(c2)OCO3)C1=O (stereo not given)
  -5.4	4.5	-4.8	-1.1	-2.7	1.4	-11.3	-0.6	5.9	-1.1	1.4
Cc1cc(=O)oc2cc(OCc3ccc(C(=O)N4CCN(c5ccccc5)CC4)cc3)ccc12
  8.5	3.8	-10.2	3.5	-5.8	-0.2	247.3	2.4	-2.7	-0.4	0.2
CCn1c(-c2cc(-c3cc(C)ccc3C)nc3ccccc23)n[nH]c1=S
  0.0	0.8	8.2	0.8	0.9	0.6	5.1	-0.6	-2.7	-0.6	1.2
COCc1ccc(-c2c(-c3cccc(OC)c3)sc3ccc(OC)cc23)cc1
  -9.2	0.6	-1.6	-7.9	-4.9	-0.3	-21.3	-11.4	20.0	-1.1	1.3
O=C(Cc1ccc(F)cc1)NC1CCCCCC1
  1.0	1.5	2.1	-2.5	0.1	0.4	101.8	0.9	6.8	-2.1	0.8
COc1ccc(OCCC(=O)NCCN2CCOCC2)cc1
  1.3	1.9	-11.6	1.6	5.0	-0.4	-17.1	-1.0	-4.7	1.6	2.5
O=C(NCc1cccnc1)c1cc(-c2ccco2)on1
  -3.3	.	0.3	-0.5	-8.5	0.0	8.9	-2.0	7.0	0.2	1.6
C(=N\Nc1nc(N2CCCCCC2)nc(N2CCCCCC2)n1)/c1ccccc1
  6.0	3.4	-4.7	-1.9	-0.2	-0.2	-23.6	-16.9	8.6	-1.7	0.2
CC(C)(C)c1cc(NC(=O)CCl)n(-c2ccccc2)n1
  1.9	-0.8	1.1	5.2	-11.8	0.2	-4.9	-0.4	-15.4	-0.8	-0.9

(more compounds)
Below each SMILES – Tat transport	phage Ecoli inh	PKA-R1A activ	HTR5A ag	PKA-R2B act	CDK5 inh	SUMO Mot1 rescue	DAGLB inhibitor	HTR5A inv ag	Ecoli viability	AddAB inh
Cc1ccc(C(=O)N(CN2CCCC2=O)c2ccc(F)cc2)cc1C
  17.3	2.2	-0.9	0.0	2.2	-5.4	-37.7	-0.8	6.6	-0.2	1.3
CC(=O)c1ccc(N(C(=O)Cn2nnc3ccccc32)C(C(=O)NCc2ccccc2)c2ccccn2)cc1 (stereo not given)
  -5.3	2.6	-1.2	3.8	2.0	0.3	-4.9	2.9	-13.1	-1.2	4.3
Cc1ccc(C2=NOC(C)(c3nnc(-c4cccc(Cl)c4)o3)C2)cc1 (stereo not given)
  8.3	2.1	-5.6	-1.4	-0.1	1.9	9.2	-8.3	-28.1	0.7	3.1
CC1=C(C(=O)Nc2cc(C(=O)NCCC(C)C)ccc2C)SCCO1
  2.1	-1.7	-0.2	-3.1	-4.9	-0.5	120.4	-1.0	12.0	-1.9	-0.8
CCN(CC(=O)Nc1c(F)cccc1F)C(=O)C1CCN(C(=O)c2ccc(Cl)cc2)CC1
  -9.1	3.8	-7.5	1.6	-2.4	0.0	-6.7	2.1	-0.1	1.3	-0.2
O=[N+]([O-])c1ccc(C=Nc2ccc(Cl)c([N+](=O)[O-])c2)s1
  1.5	9.6	0.8	3.1	5.7	-0.3	.	0.7	-8.7	.	.
COc1ccccc1-c1noc(CCC(=O)Nc2cccc(C(F)(F)F)c2)n1
  5.2	2.6	-18.3	3.1	-16.3	0.9	-21.7	-2.1	-8.3	0.1	0.5
Cc1ccc2nc(N3C(=O)CNC3=S)sc2c1
  18.9	-3.0	.	.	.	0.4	-48.1	.	.	-0.7	1.0
Cc1cc(C)cc(OCc2ccc(C(=O)NN)o2)c1
  -8.4	3.3	-4.1	0.0	6.5	-0.9	0.6	-7.7	0.0	1.1	0.7
CC(Cc1cccs1)NC(=S)Nc1ccc(F)cc1 (stereo not given)
  -1.1	3.6	-0.1	-5.4	10.5	-0.1	3.0	-4.4	14.0	-1.5	-1.4
COc1ccc(C(=O)NCc2nnc(SCC(=O)N3CCc4ccccc43)n2C2CCCCC2)cc1
  -2.5	-1.8	-11.0	0.0	2.3	0.6	-11.9	2.2	0.0	-2.9	2.2
Cc1csc(NC(=O)CNS(=O)(=O)c2cccs2)n1
  3.8	4.0	3.5	-1.7	-6.8	-1.4	74.2	0.9	11.1	-1.3	2.3
Cc1ccc(Cl)cc1N1CCN(C(=O)c2noc(C)c2[N+](=O)[O-])CC1
  0.0	3.3	9.6	10.0*	-2.7	.	.	-2.4	-37.4	0.7	2.9
Cc1ccc(C)c2[nH]c(=O)c(CCNC(=O)c3ccc4c(c3)OCO4)cc12
  -1.3	-0.7	1.9	-4.3	6.5	9.2	0.3	-2.3	-2.3	-0.2	-1.6
CC1CN(c2ccc([N+](=O)[O-])c(NCCOc3ccc(Cl)cc3)c2)CC(C)N1 (stereo not given)
  5.9	2.4	-1.2	2.1	-6.3	1.6	12.5	6.8	-7.8	.	.
CCOc1ccc(S(=O)(=O)Nc2cccc(C(=O)NCC3(N4CCCCC4)CCCCC3)c2)cc1
  -3.8	2.6	-11.3	2.3	-5.1	-0.7	10.9	2.2	-7.4	0.1	1.2
COCCCNC(=O)c1ccc(CS(=O)(=O)c2ccc(OC)cc2)o1
  -2.5	3.6	6.6	-3.3	-3.6	1.6	4.9	2.7	9.1	-2.1	4.0
CC1CCCCN1C(=O)CN1CCN(S(=O)(=O)c2ccc(Br)cc2Cl)CC1 (stereo not given)
  8.8	1.6	-15.5	0.9	-8.9	-0.6	-2.2	-4.8	13.6	-0.2	-0.6
CCC(=O)N1CCc2cc(Br)cc(S(=O)(=O)CCC(=O)NCc3ccco3)c21
  -5.3	.	-4.2	2.3	-12.6	-0.3	1.9	-0.2	11.1	0.2	1.3
O=C(CN1C(=O)C2CCCCC2C1=O)OCC(=O)c1ccc(F)cc1 (stereo not given)
  0.3	0.1	-17.5	-4.8	-2.3	-1.2	-10.3	-1.5	11.7	-1.2	2.0

Other records follow.
Below each SMILES – Tat transport	phage Ecoli inh	PKA-R1A activ	HTR5A ag	PKA-R2B act	CDK5 inh	SUMO Mot1 rescue	DAGLB inhibitor	HTR5A inv ag	Ecoli viability	AddAB inh
O=C(CNc1ccc2ccccc2c1)NNC1=NCCC1
  -5.9	2.9	1.4	-1.4	-3.6	1.0	-11.3	-1.1	16.7	-2.5	4.9
N#C/C(=C/Nc1ccccc1F)S(=O)(=O)c1ccc(Cl)cc1
  -5.4	2.8	1.5	2.7	2.0	-2.2	8.7	4.7	-9.9	0.7	-1.7
Cc1ccc(S(=O)(=O)c2cc3ccccc3oc2=O)cc1
  -9.9	2.3	-6.9	-2.9	-8.5	-1.4	9.1	2.3	8.2	-0.4	0.8
Cc1ccc(/C=N/Nc2nncn2N)cc1
  -7.3	-0.2	-2.6	4.8	-10.2	-1.1	-25.5	-1.6	-17.8	6.7	6.4
COc1ccc(NC(=O)CSc2nc(-c3ccc(C)cc3)cc(C(F)(F)F)c2C#N)cc1
  -0.9	1.6	-6.5	0.4	0.1	2.9	-4.0	0.6	-1.1	-2.2	2.3
COc1cc(NC(=O)C2CCCN(S(=O)(=O)c3cnc[nH]3)C2)cc(OC)c1 (stereo not given)
  0.4	2.3	-6.3	1.6	-12.9	0.5	-11.8	-3.6	-4.8	-2.7	-1.2
O=C(Nc1ccccc1F)C1C2C=CC3(O2)C1C(=O)N(c1cccnc1)C3C(=O)NC1CCCCC1 (stereo not given)
  2.0	-0.6	-4.8	-4.0	-2.3	-0.8	39.6	-2.0	-17.8	-0.1	1.6
Cn1c(Sc2nc3ccccc3n2C)nc2ccccc21
  -1.6	1.3	-8.9	-1.7	4.2	0.9	-3.8	-0.4	5.2	-0.9	1.9
CCSc1ccccc1C(=O)N1CCC2(CC1)CC(=O)c1ccccc1O2
  -4.9	1.4	-2.8	-2.1	-8.2	-1.4	16.6	-7.9	5.8	0.7	4.9
CC(C)Sc1nc2ccsc2c(=O)[nH]1
  -7.5	1.7	-0.4	5.7	-4.3	2.4	2.2	-0.6	3.7	-3.3	-1.2
CCCCCCCCCCCCCCCC[N+](C)(C)CCN(Cc1ccc(OC)cc1)c1ncccn1
  53.6*	.	-4.2	22.6	30.0*	0.8	-37.2	9.1	-31.7	5.5	1.1
CCc1ccc(NC(=O)CC2C(=O)NCCN2C(=O)c2ccccc2OC)cc1 (stereo not given)
  1.6	3.4	-8.2	-5.0	5.0	-0.2	-5.5	-0.3	-15.6	1.2	-1.9
O=C(O)C1CCCCC1C(=O)Nc1ccc2c(c1)CCC2 (stereo not given)
  4.5	0.4	-8.1	-6.2	-7.6	-0.2	-3.5	-0.9	12.6	-0.1	3.0
COc1ccc(/C=N/Nc2ccccn2)cc1O
  ?	1.4	-7.9	1.2	-6.0	0.7	0.6	-5.7	6.8	2.8	1.2

Rows are unselected. About 2.3% of those tested had a hit in this group.
